Source: PubChem BioAssay (several laboratories)
P. falciparum M17LAP – P. falciparum M17LAP inhibitors, primary screen, biochemical, fluorogenic H-Leu-NHMec substrate, 1536-well (AID 1619). one-dose inhibition, % at 30 µM; IC50 in µM for titrated hits. recombinant M17LAP, H-Leu-NHMec fluorogenic kinetic assay; higher % means a stronger effect. hit rate 0.38% among 220,000;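 active = compound inhibiting the enzyme by more than half at any dose during confirmatory dose-response retesting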;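 also: plate controls were full reaction with DMSO carrier for no effect and no enzyme background for full effect; strong numbers were not always called active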
M1AAP inhibition – malaria alanyl aminopeptidase activity blockers – biochemical, fluorogenic H-Leu-NHMec substrate, 1536-well (AID 1445) | recombinant M1AAP, H-Leu-NHMec fluorogenic kinetic assay; higher % means a stronger effect | inhibition, % at 30 µM; hits with a dose series show IC50 in µM | hit rate 0.42% among 220,000;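 active = primary inhibition above the hit cutoff, then over 50% inhibition at one or more dose response concentrations, cut at about 23% in these data, passing the limit was not always enough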;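 also: plate controls were DMSO full reaction for no effect and no enzyme background for full effect; strong numbers were not always called active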
SIAH1 antagonists – blockers of Siah-1 interaction with plectin peptide – biochemical, fluorescence polarization, rhodamine-plectin, uHTS, primary screen (AID 1817). Siah-1 / rhodamine-plectin peptide fluorescence polarization; higher % means a stronger effect. one-dose displacement, % at 20 µM; IC50 in µM for titrated hits. hit rate 0.02% among 290,000;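 active = displacement of at least 50% at 20 µM, with a fluorescence ratio check between 0.3 and a set limit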;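 also: plate controls were Siah plus tracer with DMSO for no effect and tracer alone without Siah for full effect; strong numbers were not always called active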
TNAP activation fold – stimulation of alkaline phosphatase TNAP activity – biochemical, luminescent, no phosphate acceptor, uHTS, primary screen (AID 1001); purified TNAP, luminescent activation assay, no phosphate acceptor; higher activation fold means a stronger effect; one-dose activation fold at 20 µM; EC50 in µM for titrated hits; hit rate 0.03% among 200,000; in the data active = activation fold from about 3, or a potency from the dose series; inactive = the rest, 99 in 100 with activation fold below about 1.6; also: many of its hits are not listed in these tables
Lipid droplet – hepatic lipid droplet formation modulation; AID 1656; inhibition, % at 6.5 µM; AML12 mouse hepatocytes, oleate lipid droplets, BODIPY imaging; hit rate 0.4% among 240,000;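 active = lipid droplet intensity inhibited by at least 50%, with more than 500 cells counted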
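Test system: AML12 hepatocytes (mouse); reagent: oleate loading, 100 µM; dosing: one dose, 6.5 µM compound; incubation: overnight exposure; signal: fluorescence imaging, 20x objective, two fields per well; read-out basis: % inhibition of corrected integrated BODIPY droplet signal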
XIAP displacement – small molecules displacing peptide from XIAP – biochemical, IAP family, fluorescence polarization (AID 1018); XIAP BIR domain, fluorescence polarization peptide displacement; higher % means a stronger effect; displacement, % at 20 µM; hits with a dose series show IC50 in µM; hit rate 0.007% among 200,000; in the data active = displacement above about 50%; also: a part of the inactive calls stands beside numbers as strong as those of hits
PMI inhibition – MPI inhibition at elevated mannose 6-phosphate – biochemical, fluorescence intensity, high mannose 6-phosphate, primary screen (AID 1220). recombinant PMI enzyme, coupled fluorescence intensity; higher % means a stronger effect. inhibition, % at 20 µM, or IC50 in µM where a hit was titrated. hit rate 0.66% among 190,000
human PMI inhibition – inhibitors of human PMI, primary screen, biochemical, fluorescence intensity, coupled assay (AID 1209); hit rate 0.42% among 190,000; inhibition, % at 20 µM, or IC50 in µM where a hit was titrated; purified PMI enzyme, coupled fluorescence intensity; higher % means a stronger effect;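 also: plate controls were DMSO vehicle for no effect and wells lacking substrate for full effect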
UTI89 phage lysis – inhibition of K1F phage lysis, E. coli UTI89, bacterial capsule biogenesis inhibitors, alamar blue (AID 488966); E. coli UTI89 K1F phage lysis, alamar blue, 2 h; higher % means a stronger effect; one-dose inhibition, % at 100 µM; IC50 in µM for titrated hits; hit rate 0.02% among 340,000;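 active = phage lysis inhibition, versus mean bacterial control, above a set limit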;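 also: capsule biogenesis inhibitors block K1F phage lysis so surviving cells raise fluorescence; higher fluorescence means more inhibition of phage lysis; actives were called in the ten point dose series up to 300 µM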
Lipid droplet cells 6.5 µM – recorded beside Lipid droplet, whose call it bears; cell count; measured here: cell count, cytotoxicity flag;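 cells counted across two imaged fields per well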
* = called active by the depositor; nt = no result given; [ ] = remark or other dose. Rule as the data show it, unless noted: active = inhibition above about 50%; inactive = the rest.

SMILES	P. falciparum M17LAP	M1AAP inhibition	SIAH1 antagonists	TNAP activation fold	Lipid droplet	Lipid droplet cells 6.5 µM	XIAP displacement	PMI inhibition	human PMI inhibition	UTI89 phage lysis
Cc1cc(C(=O)Nn2cnc3ccccc3c2=O)ccc1[N+](=O)[O-]	8%	7%	4%	1.1	-6	694	-6.4%	0%	-10%	-0.2%
Nc1cccc(C2=Nc3cccc4cccc(c34)N2)c1	6%	0%	3%	1	-19	482	-4.0%	9%	-3%	3.7%
CCN(CC)c1nc(C)nc2c1cnn2CCc1ccccc1	-8%	2%	10%	1.1	8	710	-9.2%	-3%	2%	1.0%
CCOC(=O)c1oc2c(CN3CCN(C)CC3)c(O)ccc2c(=O)c1-c1ccccc1OC	12%	6%	-2%	1.1	-22	606	-0.9%	10%	6%	1.3%
COc1ccc2[nH]cc(C(O)CN3CCC(C(N)=O)CC3)c2c1 (stereo not given)	0%	13%	1%	1.1	nt	nt	-7.5%	2%	0%	-1.0%
COc1ccc(Nc2cc(=O)n(C3CCCCC3)c(=O)[nH]2)c(OC)c1	43%	7%	1%	1.1	nt	nt	-2.5%	17%	1%	-0.5%
CSc1c(SCc2ccccc2)cnn(-c2ccccc2)c1=O	-4%	7%	8%	1	5	708	-5.1%	-3%	-3%	-0.3%[50 µM]
COC(=O)CC1=NN(c2nc3ccccc3s2)C(=O)/C1=C/N(C)C	19%	0%	18%	1.1	14	792	0.6%	-9%	-7%	0.5%
Cc1ccc(C2OCC3(CO)COC(c4ccc(C)cc4)N23)cc1 (stereo not given)	-18%	11%	-4%	1.1	-1	751	-4.6%	-1%	8%	0.2%
O=C(C/C=N\O)Nc1ccc(Oc2ccccc2)cc1	-7%	1%	5%	1.1	7	677	-7.5%	5%	0%	-1.4%
Cc1ccc(NC(=O)NC(=O)CSc2nnc(-c3ccc(OC(F)F)cc3)n2N)c(C)c1	-5%	0%	-2%	0.9	12	701	-7.6%	1%	8%	0.2%
CCOP(=O)(OCC)c1nc(-c2ccccc2Cl)oc1N1CCOCC1	7%	2%	11%	1.1	3	662	5.7%	7%	1%	0.2%

Next section, starting with the last three of the part before.
SMILES	P. falciparum M17LAP	M1AAP inhibition	SIAH1 antagonists	TNAP activation fold	Lipid droplet	Lipid droplet cells 6.5 µM	XIAP displacement	PMI inhibition	human PMI inhibition	UTI89 phage lysis
O=C(C/C=N\O)Nc1ccc(Oc2ccccc2)cc1	-7%	1%	5%	1.1	7	677	-7.5%	5%	0%	-1.4%
Cc1ccc(NC(=O)NC(=O)CSc2nnc(-c3ccc(OC(F)F)cc3)n2N)c(C)c1	-5%	0%	-2%	0.9	12	701	-7.6%	1%	8%	0.2%
CCOP(=O)(OCC)c1nc(-c2ccccc2Cl)oc1N1CCOCC1	7%	2%	11%	1.1	3	662	5.7%	7%	1%	0.2%
O=C(O)c1cccc(S(=O)(=O)NCCC(c2ccccc2)c2ccccc2)c1	-3%	5%	2%	1.1	0	673	0.3%	-2%	-9%	-0.6%
O=C(c1cc(COc2ccc3ncccc3c2)on1)N1CCC(O)CC1	5%	-4%	7%	1.1	-22	643	-4.5%	-1%	-4%	0.4%
CCOc1c(Cl)cc(C2NC(=O)NC(C)=C2C(=O)NCc2ccccc2)cc1OC (stereo not given)	1%	-2%	1%	1	10	827	-22%	8%	10%	-1.7%
O=C(COC(=O)C1CCN(S(=O)(=O)c2ccccc2)CC1)NC(=O)c1ccc(OC(F)F)cc1	-10%	1%	13%	1.1	-10	654	-17%	-3%	8%	1.6%[50 µM]
Cc1ccccc1C(=O)Nc1ccc(Cl)cn1	10%	4%	-1%	1	nt	nt	-2.4%	6%	5%	0.4%
O=C(O)Cc1ccc(-n2cccc2)cc1	20%	4%	4%	1.1	-2	740	-15%	-4%	-26%	3.1%
COc1ccc(OC)c2c(C)cc(N3CCN(C(=O)c4ccc(C)cc4)CC3)nc12	-1%	2%	1%	1.1	0	703	-3.1%	31%	15%	5.1%
CC1=N/C(=C/c2ccco2)C(=O)O1	16%	-1%	18%	1.1	-6	717	1.0%	21%	-22%	0.3%
O=C(O)c1cccc(NC(=S)NC(=O)C(c2ccccc2)c2ccccc2)c1	8%	11%	4%	0.9	nt	nt	-7.2%	-4%	-1%	-0.5%
CCn1c(SCC(=O)NCc2ccco2)nnc1-c1cccs1	15%	5%	-9%	1.2	3	730	0.0%	-2%	7%	3.1%
CC(=O)Oc1ccc(C(C)=O)c2c1OCCO2	2%	6%	-1%	1	10	794	-1.2%	5%	2%	1.0%
COc1ccc(SCc2noc(C(=O)NC(C)C)c2C(=O)O)cc1	12%	1%	2%	1.1	nt	nt	-1.6%	-6%	-4%	-0.3%
COC(=O)c1cc(C(=O)NCCCN2CCOCC2)cc([N+](=O)[O-])c1	-4%	-13%	3%	1	4	702	-5.8%	-17%	-17%	0.3%
COc1cc(OC)cc(-c2nc(-c3cc4cc(C)ccc4nc3OC)no2)c1	2%	0%	5%	1.1	nt	nt	-3.5%	1%	1%	6.7%
Cc1cc(C)c2c(N=NN(C)C)[nH]nc2n1	-4%	4%	4%	0.5	nt	nt	0.2%	-50%	-42%	0.8%
CCO[C@H]1OC(C(=O)N2CCN(Cc3ccc4c(c3)OCO4)CC2)=C[C@@H](C2CCCCC2)[C@@H]1CCCO	-6%	1%	-1%	1	-4	706	-1.3%	10%	17%	-1.6%
Cc1ccc(S(=O)(=O)NCC(=O)OCN2C(=O)c3ccccc3C2=O)cc1	2%	6%	0%	1.1	0	752	-1.9%	4%	10%	nt
COc1ccccc1/C=N/NC(=O)c1ccc(CN2C(=O)c3cccc4cccc2c34)cc1	-10%	8%	12%	nt	13	748	nt	nt	nt	-0.4%
N#C/C(=C(/O)CSc1ncn[nH]1)c1nc2ccccc2[nH]1	75%	6%	16%	1.6	-6	640	-3.8%	35%	8%	-0.2%
C=CCNC(=O)c1ccc(-c2nc(-c3ccc(Cl)cc3Cl)cs2)cc1	-1%	-6%	-10%	0.8	2	548	-5.6%	-4%	-7%	0.7%
CCN(CC)S(=O)(=O)c1ccc(Oc2cccc(C(C)=O)c2)nc1	7%	3%	-3%	1.1	nt	nt	-2.4%	0%	6%	0.1%
CC(=O)Oc1cccc(N2C(=O)C3C4C=CC(C4=C(C)C)C3C2=O)c1 (stereo not given)	11%	-2%	1%	1.1	0	716	-4.8%	-11%	-2%	-0.9%
COc1ccccc1C(=O)NC(CCSC)C(=O)NCC(c1ccco1)N(C)C (stereo not given)	-3%	11%	4%	1.1	nt	nt	-14%	12%	11%	0.6%
S=C(NCc1ccccc1)N1CCn2cccc2C1c1ccncc1 (stereo not given)	5%	-2%	9%	1.1	6	678	-4.1%	13%	-4%	-0.1%
Cc1ccc2nc(-c3ccc(SCC(=O)N4CCc5ccccc54)nc3)[nH]c2c1	8%	5%	-4%	1.2	26	688	-1.6%	-1%	13%	-1.2%
CCn1c(=O)cc(OCC(=O)Nc2ccc(C)cn2)c2ccccc21	-19%	4%	22%	1.1	nt	nt	-1.6%	6%	2%	0.7%
COc1ccc(NC(=O)c2ccccc2SC)c(OC)c1	-2%	-1%	6%	1.1	-17	547	-8.3%	-4%	-4%	0.2%
CCOC(=O)C1C(=O)C=C(c2ccc(C)cc2)CC1c1ccco1 (stereo not given)	13%	16%	2%	1	nt	nt	-2.7%	7%	11%	-0.2%
C=CCn1c(CSCc2ccc(C)cc2)nnc1SCC(=O)NCc1ccccc1	-1%	-2%	2%	1.1	9	774	-2.9%	3%	3%	-0.6%
Cc1ccc(C2CC(c3cccs3)=NN2C(=O)c2ccc(Br)o2)cc1 (stereo not given)	1%	-19%	-2%	1	nt	nt	-8.6%	-5%	5%	-0.1%
Cc1cc(=O)n2[nH]c(-c3sccc3-n3c(C)ccc3C)cc2n1	-2%	4%	28%	1	-14	710	-14%	49%	33%	nt
CC(O)(CS(=O)(=O)Cc1ccccc1Cl)C(=O)Nc1cccc(C(F)(F)F)c1 (stereo not given)	3%	-2%	1%	1	nt	nt	-0.8%	7%	3%	1.5%
COc1ccc(C2CC(c3ccc(Cl)cc3Cl)Nc3nc(N)nn32)cc1OC (stereo not given)	2%	-1%	7%	1	4	696	-2.9%	15%	14%	4.6%
Cc1cc(C)n(CC(C)NCc2cn[nH]c2-c2cccc3ccccc23)n1 (stereo not given)	-3%	3%	0%	0.7	-10	727	-1.0%	-4%	6%	0.1%
Cc1ccc(C2CC2C(=O)NNC(=S)Nc2cccc(Cl)c2)cc1 (stereo not given)	2%	-3%	-11%	2.2	-4	748	-4.0%	5%	12%	-2.8%
Cc1ccc(NC(=O)CSc2nnc(CN3CCOCC3)n2-c2ccccc2)cc1	19%	-2%	-2%	1.1	-5	722	0.8%	4%	3%	4.1%
CCc1ccc(OCC(=O)NC(C)C)cc1	1%	0%	-3%	1.1	-9	678	-1.5%	5%	3%	0.5%
CC(=O)c1c(C)[nH]c(C(=O)CSc2nc3ccccc3c(=O)n2CCCN2CCOCC2)c1C	1%	12%	-2%	1	-9	680	-2.1%	-3%	-8%	0.0%
Cc1ccc(NC(=O)C(NS(=O)(=O)c2cccc3nsnc23)C(C)C)nc1 (stereo not given)	10%	4%	2%	1	nt	nt	-1.6%	-9%	-11%	-0.2%
CCCn1c(SCC(=O)Nc2nnc(C)s2)nnc1-c1ccoc1C	0%	4%	-1%	1.1	nt	nt	-9.1%	-4%	-2%	2.6%
CCc1ccc2c(COC(=O)CNS(=O)(=O)c3ccc(NC(C)=O)cc3)cc(=O)oc2c1	7%	7%	-3%	1.1	0	623	-5.2%	10%	5%	-0.1%
O=C1CNC(=O)N1Cc1ccc(Br)cc1	4%	7%	1%	1.1	1	775	-8.8%	-1%	2%	nt
COc1ccc(N/N=C(\C#N)C(=O)NCCc2ccc(OC)c(OC)c2)cc1	6%	2%	2%	nt	-9	696	nt	nt	nt	0.4%
O=C(c1ccc(CN2CCOCC2)cc1)N1CCC(Cc2ccccc2)CC1	11%	0%	2%	1.1	nt	nt	-6.5%	-12%	0%	-0.1%
CN(Cc1ccccc1)C(=O)c1ccco1	20%	0%	5%	1.1	-2	683	-2.3%	nt	nt	0.1%
Cc1cc(NC(=O)CCCC(=O)O)nc(C)n1	-6%	0%	5%	1.2	nt	nt	-3.4%	-5%	-4%	0.1%[50 µM]
Cc1nn(-c2ccccc2)c(N2CCCCC2)c1/C=N/O	13%	1%	4%	1	nt	nt	-13%	8%	3%	3.9%

Not a hit list, and some 1.9% of all compounds hit somewhere here.
